hcGAS inh: blocks human cGAS activity. Q8N884. recombinant h-cGAS, ATP depletion, Kinase-Glo luminescence. inhibition, % at 12.5 µM. 290,000 compounds, 0.081% hits. AID 1259398;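 further: 0% = vehicle reaction and 100% = reaction without DNA for no activity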
Target sequence (Q8N884 whole entry, looked up): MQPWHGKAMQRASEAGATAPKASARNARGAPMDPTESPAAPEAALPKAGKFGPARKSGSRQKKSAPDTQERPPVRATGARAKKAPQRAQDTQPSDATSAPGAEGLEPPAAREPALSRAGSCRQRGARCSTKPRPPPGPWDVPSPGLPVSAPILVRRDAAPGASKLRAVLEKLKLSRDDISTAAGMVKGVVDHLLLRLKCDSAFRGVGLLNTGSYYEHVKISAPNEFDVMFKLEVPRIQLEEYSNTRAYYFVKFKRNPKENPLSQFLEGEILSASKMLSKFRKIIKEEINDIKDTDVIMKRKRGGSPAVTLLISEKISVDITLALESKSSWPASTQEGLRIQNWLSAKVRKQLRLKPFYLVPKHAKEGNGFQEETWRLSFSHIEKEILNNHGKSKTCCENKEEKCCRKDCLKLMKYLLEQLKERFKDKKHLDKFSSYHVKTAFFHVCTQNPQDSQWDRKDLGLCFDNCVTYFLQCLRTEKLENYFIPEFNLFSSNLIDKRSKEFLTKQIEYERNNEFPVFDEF
mcGAS lum: mouse cGAS inhibition by luminescence. inhibition, % at 12.5 µM. 160,000 compounds, 0.15% hits. recombinant cGAS, Kinase-Glo ATP depletion luminescence. Q8C6L5. AID 1259399;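 further: 0% = negative control wells and 100% = reference inhibitor with no enzyme activity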
NPYLR7 ag: mosquito NPYLR7 agonism. HEK293T NPYLR7/Galpha15, GCaMP6s calcium fluorescence. activation, % at 10 µM. 270,000 compounds, 0.15% hits; in the data active means activation above about 40%;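 further: 0% = vehicle and 100% = reference agonist at the receptor; some compounds past the cut are filed as inactive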
* hit, by the source's call; · = no result given. Unless noted, no stated cut-off is given here; in the data, active means inhibition above about 40%; inactive means the rest.

SMILES	hcGAS inh	mcGAS lum	NPYLR7 ag
C#CCn1c(O)c(N=NC(=O)CNC(=O)c2ccc(OC)c(OC)c2)c2ccccc21	-1	·	-1
OC1CCCN(Cc2csc(Nc3ccccc3)n2)C1 (configuration not stated)	-7	-9	6
CC(C)CC(C(=O)NC(C)C12CC3CC(CC(C3)C1)C2)N1C(=O)C2CC=CCC2C1=O (configuration not stated)	-2	-8	4
O=C(COc1ccccc1)NCc1nnc(SCC(=O)Nc2nc3ccccc3s2)n1-c1cccc(C(F)(F)F)c1	-6	·	-8
O=C(Nc1ccc(-c2noc(-c3ccccc3F)n2)cc1)c1ccco1	-1	·	0
CCOc1ccc(-c2ccc(=O)n(CCNC(=O)c3ccc(Cl)nc3)n2)cc1	-7	-10	-3
CCn1nnc2sc(-c3ccccc3)cc2c1=O	-6	·	-9
Cc1cc(C(=O)N2CCc3c(nc[nH]c3=O)C2)c(NC(=O)C(C)(C)C)s1	-8	-17	18
Cc1nn(C)c(C)c1C(C)NC(=O)C1CCCCN1S(C)(=O)=O (configuration not stated)	-9	-16	4
CCc1oc(C(=O)N[C@@H]2c3ccccc3C[C@@H]2O)cc1CN1CCCC1	4	·	-1
CC(C)C(NC(=O)CCC1CCCO1)c1ccc2[nH]c(=O)oc2c1 (configuration not stated)	-13	·	4
Cc1cc(C)c(S(=O)(=O)N(CC(=O)N2CCc3sccc3C2c2ccccc2C)Cc2ccco2)c(C)c1 (configuration not stated)	-3	-6	18
Cn1cc(CN2CCCC(C(=O)c3ccccc3)C2)c(-c2ccc3c(c2)OCCO3)n1 (configuration not stated)	-10	·	0
O=c1c(NCCC2=CCCCC2)nccn1-c1ccc(F)c(Cl)c1	-1	·	1
CC1CN(c2cc(Oc3ccccc3Cl)ncn2)CCN1S(=O)(=O)c1ccccc1 (configuration not stated)	1	-4	-10
CCc1nc(Cn2ccnc2-c2nc(-c3ccccc3)cs2)no1	-3	-9	·
COc1ccc(-c2cc(=NCCC(=O)O)c3cc(C)ccc3o2)cc1OC	-4	·	0
CCc1ncc(C(=O)N2C[C@H]3CC=CC[C@H]3C2)cn1	-10	·	-3
CC(C)(C)C(Cn1ccnc1)NC(=O)Cc1ccc2c(c1)OCO2 (configuration not stated)	-4	-19	1
CCOCCCN(CC(=O)c1c(C)c(C(=O)OCC)n(CC)c1C)S(=O)(=O)/C=C/c1ccccc1	-12	-6	·
N#CCCN(Cc1ccccc1)C(=O)c1ccc(-n2nc(-c3ccc(Cl)cc3)cc2N)cc1	-6	-4	-4
CC1(C)CC(NC(=O)CCn2ccc3ccccc32)CC(C)(C)N1	-17	·	0
CC(C)c1ccc(CC(=O)N2CCC2(C)C(=O)NS(=O)(=O)c2ccc(C#N)cc2)cc1 (configuration not stated)	-2	·	8
COc1cc(C(=O)NCc2c(C)noc2C)nc(OC)n1	-3	·	0
C=CCSCC(=O)NCC(C)(COC)NC(=O)CSCC=C (configuration not stated)	-1	·	-10
Cc1cc(C)cc(COc2coc(CN3CCN(C(=O)/C=C/c4ccc(OC(F)(F)F)cc4)CC3)cc2=O)c1	-3	-8	24
Oc1c(N=Nc2ccccc2)cc2c3c1CCCN3CCC2	-22	-11	0
CC(=O)Nc1cccc(-c2cnc3c(Nc4cccc(OC(F)(F)C(F)F)c4)nccn23)c1	-4	-3	-2
O=C1OC(c2ccccc2)=NC1C=NN1CCOCC1 (configuration not stated)	-9	-5	-4
COc1ccc(Cn2cnc3c4cc(F)ccc4n(CC(=O)Nc4ccc(F)cc4)c3c2=O)cc1	-3	0	·
CCOc1ccccc1N1CCN(C(=O)CN2CC3=C(C2=O)C(c2ccccc2Cl)NC(=O)N3C)CC1 (configuration not stated)	4	4	·
COCCN(Cc1ccc(OS(=O)(=O)c2ccc(NC(C)=O)cc2)cc1)C(=O)c1cccs1	4	3	1
Cc1c(C)c2c(c(C)c1O)CCC(C)(C(=O)O)O2 (configuration not stated)	-5	·	-9
CCCNC(=O)C1(C)CCCN(Cc2ccnc3ccccc23)C1 (configuration not stated)	-19	·	3
CCN(Cc1ccc(F)cc1)C(=O)CCc1ccc(O)cc1	-5	-18	4
Nc1ncncc1-c1noc([C@@H]2CCCN2)n1	-3	-5	-7
Cc1ccc(N2C(=O)CC(N3CCC(N4CCCCC4)CC3)C2=O)cc1 (configuration not stated)	-7	-6	-4
Cc1ccc(-c2ccc3c(c2)C(=O)OC3)cc1	0	·	10
CCn1c(O)c(C=Nc2c(C)nn(C)c2C)c(=O)n(CC)c1=S	-6	-7	-2
CCc1ccc(C(=O)N2CCC3(CC2)SCCN3C(=O)COc2ccccc2)cc1	-5	-5	16
O=C(CCc1c[nH]c2ccccc12)NC12CC3CC(CC(C3)C1)C2	-6	-7	6
CCN(CC)CCN(C(=O)C1COc2ccccc2O1)c1nc2c(OC)ccc(C)c2s1 (configuration not stated)	-8	-7	-3
Cc1cnc(CN(C)C(=O)C2CCN(C(=O)C3CCCC3)CC2)[nH]1	-12	-7	·
CCN1CCN(c2ccc(F)cc2C(C)NC(=O)Nc2ncc(C)o2)CC1 (configuration not stated)	-11	·	7
O=C(CCc1nnc(Cc2cccc(C(F)(F)F)c2)o1)N1CCN(CC2CC2)CC1	-9	·	6

Molecules shown so far that contain an aryl methoxy group:
SMILES	hcGAS inh	mcGAS lum	NPYLR7 ag
C#CCn1c(O)c(N=NC(=O)CNC(=O)c2ccc(OC)c(OC)c2)c2ccccc21	-1	·	-1
COc1ccc(-c2cc(=NCCC(=O)O)c3cc(C)ccc3o2)cc1OC	-4	·	0
COc1cc(C(=O)NCc2c(C)noc2C)nc(OC)n1	-3	·	0
COc1ccc(Cn2cnc3c4cc(F)ccc4n(CC(=O)Nc4ccc(F)cc4)c3c2=O)cc1	-3	0	·
CCN(CC)CCN(C(=O)C1COc2ccccc2O1)c1nc2c(OC)ccc(C)c2s1 (configuration not stated)	-8	-7	-3

Continued.
SMILES	hcGAS inh	mcGAS lum	NPYLR7 ag
CCOC(=O)c1cc(C)nn1C1CCN(C(=O)c2ccc(Cl)cc2Cl)CC1	-6	-3	41
Cn1cc(-c2ccnc(NC(CCn3ccnc3)c3ccccc3)n2)cn1 (configuration not stated)	-9	·	8
O=C1NCCN2CCN(C(=O)C3(Nc4ccccc4)CCCC3)CC12 (configuration not stated)	-3	·	-5
CC(C)COc1nc(-c2cccs2)n(-c2ccc(NC(=O)c3cccc([N+](=O)[O-])c3)cc2)n1	-3	-3	-4
CCOC(=O)CN1C(=O)C(O)(CC(C)=O)c2ccccc21 (configuration not stated)	8	-6	3
CCc1nccc(CN2CC[C@@H]3[C@@H](CCC(=O)N3CCCCO)C2)n1	14	3	·
CCOc1ccc(CN2CCCC(c3nn(C)c(=O)n3CC)C2)cn1 (configuration not stated)	-5	·	12
COc1cccc(CNc2nn[nH]n2)c1OCc1ccc(F)cc1Cl	-6	·	-13
O=C(CNS(=O)(=O)c1cccc(Cl)c1Cl)N1CCCC1	-15	·	6
O=C(Nc1ccc(SCc2ccccn2)nn1)C1CC1	1	·	-3
O=C(CS(=O)(=O)Cc1ccccc1F)Nc1ccc(OC(F)(F)F)cc1	-7	-11	7
CC[C@H](C)[C@H](N)C(=O)N1CCC(Cn2cc(-c3ccc(F)cc3)nn2)CC1	-4	-9	39
Cc1cc(C)c2oc(-c3cc(N)ccc3Cl)nc2c1	7	4	-11
Cc1cc(C)c2[nH]c(=O)c(CN(C)Cc3c(C)noc3C)cc2c1	2	-14	·
CCN(CC)CCNC(=O)c1cc(NC(C)=O)ccc1Cl	-1	-15	7

An excerpt from above, showing only mcGAS lum:
canonical_smiles | mcGAS lum
CC(C)COc1nc(-c2cccs2)n(-c2ccc(NC(=O)c3cccc([N+](=O)[O-])c3)cc2)n1 | -3
CCN(CC)CCNC(=O)c1cc(NC(C)=O)ccc1Cl | -15

(more compounds)
SMILES	hcGAS inh	mcGAS lum	NPYLR7 ag
Cc1cccc(NCN2C(=O)c3ccccc3C2=O)c1	-7	·	13
CCc1[nH]c2ccc(CNC(=O)Cn3nc(C)ccc3=O)cc2c1C	-4	·	1
CC(C)CNS(=O)(=O)C1CCS(=O)(=O)C1 (configuration not stated)	3	·	3
c1ccc(-n2ncc3c2ncn2c(-c4ccncc4)nnc32)cc1	3	-1	-3
COc1ccc(OCC(=O)OCc2cc(-c3cc4ccccc4o3)on2)cc1	4	·	2
COc1cc2c(cc1OC)C(C(C)NC(=O)Nc1ccc(C)cc1)N(Cc1cccc(F)c1)CC2 (configuration not stated)	-8	-6	0
CC(C)n1c(Sc2nncn2C)nc2c1c(=O)n(C)c(=O)n2C	-6	·	3
O=C(Nc1nnc(C2CC2)s1)N1CCC(Cc2cccc(F)c2)CC1	-15	·	6
O=C(CC1(C(F)(F)F)NCCN1)c1ccc(Cl)cc1	-1	·	7
CCOC(=O)N1CCC(NC(=O)C(C)n2ccnc2C(C)C)CC1 (configuration not stated)	-14	-8	·
Cc1cc(C)nc(N2CCN(CCC(=O)O)CC2)n1	-3	·	7
CCCCCCCC(=O)N1CCN(C(=O)c2cc(-c3ccc(Cl)cc3)n(-c3ccccc3OC)c2C)CC1	-2	-3	3
Cc1ncsc1CCC(=O)N1CCCC(C(=O)c2ccc3c4c(cccc24)CC3)C1 (configuration not stated)	-1	·	5
COc1ccc2sc(N(Cc3cccnc3)C(=O)C3COc4ccccc4O3)nc2c1 (configuration not stated)	1	0	-16
Cc1ccccc1N1CCN(C2CCCN(C(=O)c3ccc(Cl)s3)C2)CC1 (configuration not stated)	-6	-12	2

Single records, as listed above. Order of screens: hcGAS inh, mcGAS lum, NPYLR7 ag
Results for `O=C(Nc1nnc(C2CC2)s1)N1CCC(Cc2cccc(F)c2)CC1` → -15, ·, 6
Results for `COc1cc2c(cc1OC)C(C(C)NC(=O)Nc1ccc(C)cc1)N(Cc1cccc(F)c1)CC2` (configuration not stated) → -8, -6, 0
Results for `CC(C)CNS(=O)(=O)C1CCS(=O)(=O)C1` (configuration not stated) → 3, ·, 3
Results for `CC(C)n1c(Sc2nncn2C)nc2c1c(=O)n(C)c(=O)n2C` → -6, ·, 3
Results for `c1ccc(-n2ncc3c2ncn2c(-c4ccncc4)nnc32)cc1` → 3, -1, -3

Later entries.
SMILES	hcGAS inh	mcGAS lum	NPYLR7 ag
COc1ccc(C(=O)N2CCC(NC(=O)Cn3ccccc3=O)CC2)c(OC)c1	-8	·	0
Cc1ccc(Oc2cc(CN)ccn2)cc1C	-5	·	0
Cn1nnc2c(=O)n(CC(=O)OCc3ccccc3)cnc21	-6	·	1
Cn1c(=O)c2c(nc(CN3CCN(c4ccccc4)CC3)n2CC(=O)C(C)(C)C)n(C)c1=O	-3	-7	·
CCOc1ccc2c(c1)C=C(C(=O)N(Cc1cccnc1)C1CC1)CO2	-6	·	3
COc1ccc2nc(-c3ccc(C)c(NC(=O)c4ccc5ccccc5c4)c3)cn2n1	-8	-11	-8
COc1ccc(C2C(=C(O)c3ccccc3)C(=O)C(=O)N2CCN2CCOCC2)cc1 (configuration not stated)	-2	-3	-1
COCCNC(=O)c1cc(NC(=O)c2ccc(OC)cc2)ccc1N1CCN(c2ccccc2OC)CC1	-3	-6	19
CCOC(=O)CCC(=O)N1CCCC(c2nnc(Cc3ccccc3)s2)C1 (configuration not stated)	-8	-7	-6
O=C1CCCCC1C1(O)C(=O)Nc2ccccc21 (configuration not stated)	2	0	10
CCOC(=O)N1CCN(C(=O)CC(c2cccc([N+](=O)[O-])c2)c2c[nH]c3c(CC)cccc23)CC1 (configuration not stated)	-4	-6	9

From PubChem BioAssay

Random draw from the library; about 0.27% have a hit in one of these screens.
